Assay outcomes as filed in PubChem BioAssay.
RTF Ca sens inh – cardiac RTF calcium desensitization; inhibition, % at 7.15 µM; P19429+P45379; IANBD-labeled cardiac RTF, Ca2+ fluorescence; actives 0.12% (n = 340,000);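 active = inhibition above the mean inhibition of all tested compounds plus 3 SD, cut at about 17% in these data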;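 note: assay run at fixed EC70 calcium of 1.6 mM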
V-ATPase pH – regulators of yeast V-ATPase proton transport; S. cerevisiae, pHLuorin cytosolic pH fluorescence; response, % at 10 µM; actives 0.37% (n = 350,000); AID 504577; in the data active = response mostly above about 7.3%, no sharp cut-off; inactive = mostly below about 5.4%; note: actives read high; inactives centre near 0; some compounds called inactive have numbers as strong as hits; reference of the scale not given here
Arrestin-AP2 inh – inhibitors of human beta-arrestin and AP2 interaction; actives 0.31% (n = 340,000); FITC-arrestin peptide / GST-AP2 beads, flow cytometry; AP2 beta2 appendage carries R879A mutation; AID 504490; inhibition, % at 10 µM;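 active = inhibition above a set limit, near 3 SD of compounds lacking own fluorescence, cut at about 54% in these data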;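 note: plate controls were DMSO wells for no effect and 5 µM unlabelled arrestin peptide for full effect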
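Material – AP2 appendage R879A on GSH beads · Buffer or medium – PBS with 0.05% Tween 20 and 0.1% BSA · Probe or stimulus – fluorescein-tagged arrestin peptide at 50 nM final · Incubation – compound with beads 12 min RT, then probe 1 h RT · Detection – high-throughput flow cytometry of beads, ex 488, em 535 nm · Evaluation – percent response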
DSG3 Ab inh – blocks pemphigus antibody binding to human desmoglein-3. DSG3-coupled beads, scFv-anti-DSG3-GFP binding, flow cytometry; hits give low values. binding (percent of control), % at 10 µM. actives 0.48% (n = 310,000). AID 588358;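 active = binding more than 3 SD below its plate's average and above zero; inconclusive = below that plate limit but binding exactly zero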;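 note: hits lower antibody fragment binding to DSG3; some compounds called inactive have numbers as strong as hits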
Target sequence (P32926 whole entry, looked up, the tested form may be a part): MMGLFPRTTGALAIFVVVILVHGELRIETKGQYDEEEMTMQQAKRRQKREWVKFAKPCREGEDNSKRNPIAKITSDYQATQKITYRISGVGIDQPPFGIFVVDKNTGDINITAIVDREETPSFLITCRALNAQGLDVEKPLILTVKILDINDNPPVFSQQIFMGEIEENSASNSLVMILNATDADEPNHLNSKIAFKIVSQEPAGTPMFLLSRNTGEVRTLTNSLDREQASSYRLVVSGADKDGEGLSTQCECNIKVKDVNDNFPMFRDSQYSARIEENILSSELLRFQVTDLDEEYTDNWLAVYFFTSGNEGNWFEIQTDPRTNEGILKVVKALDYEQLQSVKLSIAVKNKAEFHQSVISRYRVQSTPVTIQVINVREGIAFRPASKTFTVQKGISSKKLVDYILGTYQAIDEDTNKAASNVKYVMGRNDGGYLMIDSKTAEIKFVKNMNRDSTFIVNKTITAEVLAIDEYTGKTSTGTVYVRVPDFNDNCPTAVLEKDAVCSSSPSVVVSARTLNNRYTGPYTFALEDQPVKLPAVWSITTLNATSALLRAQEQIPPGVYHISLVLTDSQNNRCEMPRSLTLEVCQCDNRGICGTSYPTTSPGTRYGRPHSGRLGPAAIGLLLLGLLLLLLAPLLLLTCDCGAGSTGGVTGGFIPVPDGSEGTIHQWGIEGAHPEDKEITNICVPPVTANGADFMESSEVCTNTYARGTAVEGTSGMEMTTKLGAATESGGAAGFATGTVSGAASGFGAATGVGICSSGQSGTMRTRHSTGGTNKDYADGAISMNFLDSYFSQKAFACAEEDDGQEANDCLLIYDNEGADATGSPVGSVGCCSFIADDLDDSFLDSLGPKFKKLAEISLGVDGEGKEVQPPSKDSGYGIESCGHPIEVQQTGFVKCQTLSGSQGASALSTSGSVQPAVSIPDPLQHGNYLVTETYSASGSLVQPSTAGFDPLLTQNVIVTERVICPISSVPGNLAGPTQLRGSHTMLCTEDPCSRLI
RTF Ca sens act – increases calcium sensitivity of human cardiac regulated thin filaments | P19429+P45379 | IANBD-labeled TnC RTF fluorescence at EC20 calcium; 0% EC20 calcium, 100% full calcium | activation, % at 7.2 µM | actives 0.24% (n = 340,000);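 active = activation above the mean over all tested compounds plus 3 SD, cut at about 30% in these data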;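 note: rise in fluorescence read as greater calcium sensitivity of cardiac thin filaments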
LANA DNA inh – inhibitors of KSHV LANA C-terminal domain DNA binding; MBP-C-LANA/FAM-LBS DNA binding, fluorescence polarization; inhibition, % at 9 µM; actives 0.078% (n = 340,000);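 active = highest replicate inhibition at or above 60% at 9 µM, even if other replicates fall short; inactive = all replicates below 60% inhibition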;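 note: 0% = neutral control wells and 100% = 4 µM acridine orange control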
Wnt act – Wnt/beta-catenin pathway activation | actives 1.2% (n = 300,000) | Wnt/beta-catenin reporter cell assay, activator, plate reader | activation, % at 9.35 µM; in the data active = activation above about 30%, passing the limit was not always enough; inconclusive = no clear call, values can overlap the other calls;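 note: 0% = neutral control wells and 100% = positive control wells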
Keap1 Nrf2 FP – inhibitors of human Keap1-Nrf2 protein-protein interaction. Q14145. Keap1 Kelch-Nrf2 peptide fluorescence polarization, 1536-well. inhibition, % at 9.4 µM. actives 0.15% (n = 340,000). AID 504523; in the data active = inhibition above about 12%; inconclusive = no clear call, values can overlap the other calls; inactive = below about 7.3%;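 note: human Keap1 Kelch domain with fluorescein labeled Nrf2 9mer peptide probe; 0% = neutral control wells and 100% = peptide positive control; higher means more block of Keap1 binding to Nrf2 peptide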
OPRM1-OPRD1 ag – agonists of human mu-delta opioid receptor heterodimerization. P35372+P41143. cells, OPRM1-OPRD1 heterodimerization, luminescence. activation, % at 9.3 µM. actives 0.3% (n = 340,000); in the data active = activation above about 18%;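 note: 0% = vehicle-treated cells and 100% = reference agonist; values of inactives mirror those of a sister screen read the other way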
OPRM1-OPRD1 inv – inverse agonist of human OPRM1-OPRD1 heterodimerization. P35372+P41143. cell-based MOR-DOR heterodimer luminescence, inverse agonism. inhibition, % at 9.3 µM. actives 0.21% (n = 340,000). AID 504357; in the data active = inhibition above about 22%, passing the limit was not always enough;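 note: 0% = cells with DMSO and 100% = wells without cells with DMSO; values of inactives mirror those of a sister screen read the other way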
* marks the source's active call; other numbers are inactive results; ? = inconclusive; nt = not tested or not shown.

SMILES	RTF Ca sens inh	V-ATPase pH	Arrestin-AP2 inh	DSG3 Ab inh	RTF Ca sens act	LANA DNA inh	Wnt act	Keap1 Nrf2 FP	OPRM1-OPRD1 ag	OPRM1-OPRD1 inv
CCNC(=O)CC1C(=O)N(CC)C(=S)N1NC(=O)c1ccc(Cl)cc1 (centres undefined)	-1	-3	4	nt	-6	-0.1	nt	-3	-4.8	24
COc1ccc(N2CCN(C(=O)c3cccc(S(=O)(=O)N4CCc5ccccc54)c3)CC2)cc1	-2	-1	9	125	-3	-3.4	-7	2	0.3	-1
COc1ccc(C(=O)/C=C/c2ccc(OC3CSC3)cc2)cc1	-5	2	5	102	-1	-0.7	-2	-4	1.2	-8
O=C(O)CNC(=O)/C=C/c1ccc(Cl)cc1Cl	0	2	32	92	-7	1.1	0	0	-1.4	7
Cc1ccc(N2CC(C(=O)OCc3ccccc3)CC2=O)cc1 (centres undefined)	-4	2	3	110	-4	0.7	nt	-1	-0.7	4
CC(NC(=O)COC(=O)Cc1ccc(-c2ccccc2)cc1)c1ccccc1 (centres undefined)	-9	-3	2	104	1	3.4	-4	-2	4.8	-23
COc1ccc(CN2CCNC(=O)C2CC(=O)N2CCCCO2)cc1OC (centres undefined)	3	-2	-4	102	-1	-1.2	-9	-2	-1.3	9
COC(=O)CCC(=O)NC(=S)Nc1sc(C)c(C)c1C(N)=O	3	1	0	104	4	2.9	nt	4	-4.8	24
CC(=O)c1cccc(S(=O)(=O)N(CCCO)Cc2cc3ccc(C)cc3[nH]c2=O)c1	-8	-1	11	103	2	-0.2	nt	-7	-0.3	2
c1cncc(CNCc2ccco2)c1	-6	2	-12	99	3	-0.2	2	-1	-2.5	11
COc1ccc(C(=O)NCc2nnc(SCC(=O)N3CCc4ccccc43)n2C2CCCCC2)cc1	-7	4	44	89*	12	0.9	nt	3	1.0	-5
CC1CCCC(C)N1C(=O)COC(=O)c1ccc[nH]c1=O (centres undefined)	-13	2	-6	nt	-4	4.3	-1	4	-1.6	7
O=C1CSC(c2ccc([N+](=O)[O-])cc2)N1C1CCCCC1 (centres undefined)	0	-1	3	100	3	-1.0	0	-1	-2.6	13
O=C(COC(=O)c1cc(Br)ccc1O)NNC(=O)c1ccc(Cl)cc1	-13	3	-16	101	-5	0.3	-1	-2	-0.2	1
O=C1CCCN2N=C(SCC(=O)Nc3ccccc3C(F)(F)F)SC2=N1	-7	-1	-1	102	0	0.9	-1	-2	-4.0	20
COC(=O)c1sccc1NC(=O)c1c(C)cc(=O)oc1C	-4	1	-3	113	-6	2.9	-3	-5	-0.8	5
COc1ccc(Cn2c(CCC(=O)NCc3ccco3)nc3cccnc32)cc1	-4	-3	1	108	1	-0.5	nt	-7	0.8	-4
CC(C)c1nc2cc3ccccc3cc2[nH]1	1	0	15	101	-3	-1.0	nt	5	0.9	-5
Cc1c(C2Nc3ccccc3NC3=C2C(=O)CC(C)(C)C3)cnn1C (centres undefined)	-42	-3	17	95	26	5.7	0	0	0.2	-1
CCCc1n[nH]c2c1C(=O)C(C(=O)OC)C(C)(C)C2 (centres undefined)	-1	-1	0	105	-4	1.9	nt	-3	-0.6	2
COc1ccc(NC2c3ccccc3C(=O)N2c2cccnc2)cc1 (centres undefined)	-9	0	8	102	3	0.4	2	-3	-2.4	12
CCN(CC)c1ccc(C(=C2C=CC(=[N+](CC)CC)C=C2)c2ccc(N(CC)CC)cc2)cc1	23*	-2	90*	nt	-25	-0.8	-25	1	108*	-431
Cc1ccc(N2CC(C(=O)Nc3ccc(S(=O)(=O)NCC4CCCO4)cc3)CC2=O)cc1C (centres undefined)	-15	3	31	113	7	-1.4	1	-2	0.6	-5
COc1cccc(-c2nnc(SCC(=O)Nc3cc(C)ccc3OC)n2N)c1	-1	4	24	nt	-2	-0.3	-8	-3	0.0	0
COc1c(O[C@@H]2O[C@H](CO)[C@@H](O)[C@H](O)[C@H]2O)cc2c(c1OC)-c1ccc(SC)c(=O)cc1C(NC(C)=O)CC2 (some centres undefined)	-1	-5	-1	124	3	-2.2	1	-6	3.1	-17
C#CC(C)(CC)NC(=O)Cn1nnc(-c2cccc(C(F)(F)F)c2)n1 (centres undefined)	-7	2	9	90	0	-0.2	-5	1	1.4	-10
Cc1csc(SCC(=O)NCc2ccccc2)n1	-10	2	9	98	0	-0.8	0	-4	-1.8	9
C[N+](C)(C)CCCCCC(=O)/C=N/O	-10	-2	-24	92	0	0.0	1	-3	-1.3	6
FC(F)(F)c1nc(SCc2ccc(Cl)cc2Cl)n[nH]1	-2	1	-9	107	3	1.3	-4	-6	-1.7	9
Oc1cc2c(cc1C(c1ccc(Cl)c(Cl)c1)N1CCCC1)OCO2 (centres undefined)	-10	2	-1	94	1	-0.2	0	-8	0.2	-1
Cc1nc2ccccn2c1C(=O)N=Nc1c(O)n(CCC(C)C)c2ccccc12	-2	-3	3	93	-1	0.5	-6	-1	-0.4	2
Cc1cccc(C)c1Nc1nnc(SCc2nc3ccccc3s2)s1	-1	1	-1	96	7	0.6	nt	3	-1.2	7
COc1ccc(S(=O)(=O)N2CCCCC2)cc1NC(=O)c1ccc([N+](=O)[O-])o1	-1	-2	7	122	1	-0.7	?	4	2.9	-14
CCOC(=O)c1c(S(=O)(=O)N2CCCC(C(=O)Nc3ccc(C)cn3)C2)c(C)n(C)c1C (centres undefined)	-5	8	-10	nt	1	-0.3	-1	-7	-2.0	10
CN(C(=O)CSc1cccc[n+]1[O-])c1ccccc1	-1	3	3	nt	-4	0.2	-1	-5	-3.2	13
O=C(O)c1c(NC(=O)N(CCO)Cc2ccccc2)sc2c1CCCC2	0	-1	-9	nt	3	1.2	2	-7	-3.4	15
Clc1cccc(OCCCCCN2CCOCC2)c1	-7	-3	1	100	-3	3.2	-4	-5	-4.1	19
NC(=O)COC(=O)c1sc2ccccc2c1Cl	-4	0	8	111	-6	-1.6	-1	-2	-0.4	2
C/C=C(/C)C(=O)Nc1cccc(C2=NOC3(C2)C[C@@H](C(N)=O)N(C(=O)[C@H]2CCC(=O)N2)C3)c1 (some centres undefined)	-3	4	-3	96	-4	1.0	0	4	-0.3	2
S=c1[nH]nc(-c2ccco2)n1/N=C/c1ccccc1	1	1	-31	107	-5	0.4	-3	-3	-2.6	14
CCN(CC)CCCN(C(=O)c1ccccc1F)c1nc(-c2ccc(OC)cc2)cs1	-3	-2	-2	117	5	-2.2	-4	-9	-0.6	3
CCNc1nc(NCC)n2c(SCC(=O)O)nnc2n1	-14	-1	7	99	5	0.3	nt	3	-1.4	8
COc1cccc(CC(=O)N2CCCC(CCC(=O)N3CCN(c4ccccn4)CC3)C2)c1 (centres undefined)	-8	4	12	107	-2	-1.9	0	2	-0.4	2
S=C(NC1CC1)N1CCc2ccccc2C1	-6	0	28	101	-1	1.6	-1	1	-2.9	14
CCOC(=O)Cc1c(C)nc2c(-c3ccccc3)cnn2c1C	3	1	25	97	-3	-0.9	26	3	1.4	-7
CN1C[C@@H]2[C@@H]3C(=O)N(Cc4ccccc4)C(=O)[C@@H]3[C@](C)(C1=O)N2C(=O)c1ccc(Cl)cc1	-3	-1	1	99	-4	3.0	-1	1	-3.2	18
Cc1ccnc(SCC(=O)NC2CC2)n1	-2	3	4	107	-5	-0.6	2	-2	-1.9	13
CC(=O)N1CCN(c2ccc(Oc3nc(-c4ccccc4)nc4ccccc34)cc2)CC1	-5	-3	3	100	1	-0.5	0	0	-1.6	8

Exported with values under each structure: entries from further up.
The line under a structure holds: RTF Ca sens inh | V-ATPase pH | Arrestin-AP2 inh | DSG3 Ab inh | RTF Ca sens act | LANA DNA inh | Wnt act | Keap1 Nrf2 FP | OPRM1-OPRD1 ag | OPRM1-OPRD1 inv
- CCOC(=O)Cc1c(C)nc2c(-c3ccccc3)cnn2c1C
    3 | 1 | 25 | 97 | -3 | -0.9 | 26 | 3 | 1.4 | -7
- CN1C[C@@H]2[C@@H]3C(=O)N(Cc4ccccc4)C(=O)[C@@H]3[C@](C)(C1=O)N2C(=O)c1ccc(Cl)cc1
    -3 | -1 | 1 | 99 | -4 | 3.0 | -1 | 1 | -3.2 | 18

Next records:
SMILES	RTF Ca sens inh	V-ATPase pH	Arrestin-AP2 inh	DSG3 Ab inh	RTF Ca sens act	LANA DNA inh	Wnt act	Keap1 Nrf2 FP	OPRM1-OPRD1 ag	OPRM1-OPRD1 inv
Cc1cc([N+](=O)[O-])c(C(C)(C)C)cc1N	-5	0	27	112	0	-0.3	nt	1	-2.1	10
Cc1ccc2oc(C(=O)N3CCN(Cc4ncccc4C)CC3)c(C)c2c1	-2	2	-2	110	-5	0.4	1	-7	-3.7	20
O=C(/C=C/c1ccc(Cl)cc1)Nc1ccc(Br)cn1	-9	-2	34	100	1	1.3	7	0	-3.3	16
Cc1cc(/C=C(\C#N)C(=O)NCc2cccs2)c(C)n1-c1ccccc1F	1	4	2	104	-1	-0.6	52*	-2	-2.0	11
CCOC(=O)C1CCN(C(=O)c2ccc(OCC(=O)Nc3cccc(C(F)(F)F)c3)c(OC)c2)CC1	0	-7	24	100	-8	0.6	-5	-2	2.0	-14
Cc1oc(C)c2c(=O)ccc3c(c12)OC(N)=C(C#N)C3c1ccccc1Cl (centres undefined)	-26	0	37	120	13	3.4	nt	-15	0.4	-2
COc1ccc(C(CC(=O)O)NC(=O)Nc2ccccc2)cc1OC (centres undefined)	3	1	21	99	-8	1.6	-1	-3	-3.3	17
